From PubChem
SENP6 inh = inhibitors of human SENP6 protease | Q9GZR1 | Recombinant SENP6 catalytic domain, aminoluciferin luminescence | inhibition, % at 10 µM | 1.8% of 330,000 active | AID 2599;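 active = inhibition above about 50% at the single tested dose, limit read from the data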;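 also: plate controls were DMSO wells with enzyme for no effect and DMSO wells lacking enzyme for full effect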
SENP8 block-1 = inhibitors of human SENP8 protease. AID 602440. recombinant SENP8, Nedd8 substrate fluorescence. Q96LD8. 0.64% of 360,000 active. inhibition, % at 20 µM; in the data active = inhibition mostly above about 40%, no sharp cut-off; inactive = mostly below about 27%
Target sequence (Q96LD8 whole entry, looked up): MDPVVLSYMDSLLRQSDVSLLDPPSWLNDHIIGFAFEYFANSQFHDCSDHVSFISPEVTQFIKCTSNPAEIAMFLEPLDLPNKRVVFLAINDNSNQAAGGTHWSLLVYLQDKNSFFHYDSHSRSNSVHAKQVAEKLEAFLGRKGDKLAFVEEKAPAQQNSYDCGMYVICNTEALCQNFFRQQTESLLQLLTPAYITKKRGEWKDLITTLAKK
SENP7 inh = blocks the human protease SENP7; Q9BQF6; recombinant SENP7, Z-RLRGG-aminoluciferin luminescence, 40 min; inhibition, % at 5 µM; 1.5% of 330,000 active; AID 434973;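 active = inhibition above about 50% at the single test dose, limit read from the data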;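 also: plate controls were DMSO with enzyme for no effect and no enzyme buffer wells for full effect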
Target sequence (Q9BQF6 706-1050 limits assumed): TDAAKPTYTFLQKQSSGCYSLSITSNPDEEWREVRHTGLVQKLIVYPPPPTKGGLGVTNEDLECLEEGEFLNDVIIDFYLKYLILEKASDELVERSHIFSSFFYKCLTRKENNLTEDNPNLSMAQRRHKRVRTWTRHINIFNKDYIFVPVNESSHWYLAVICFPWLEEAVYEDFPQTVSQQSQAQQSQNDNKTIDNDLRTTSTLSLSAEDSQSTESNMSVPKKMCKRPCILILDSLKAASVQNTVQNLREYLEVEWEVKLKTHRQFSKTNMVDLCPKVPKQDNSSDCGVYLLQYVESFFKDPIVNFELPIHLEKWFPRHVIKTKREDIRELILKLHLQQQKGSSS
UBC13 inh = human UBC13 polyubiquitination inhibition. P61088. inhibition, % at 20 µM. AID 485273. UBC13 polyubiquitin chain formation, TR-FRET. 0.47% of 330,000 active; in the data active = inhibition above about 45%, passing the limit was not always enough
Target sequence (P61088 whole entry, looked up): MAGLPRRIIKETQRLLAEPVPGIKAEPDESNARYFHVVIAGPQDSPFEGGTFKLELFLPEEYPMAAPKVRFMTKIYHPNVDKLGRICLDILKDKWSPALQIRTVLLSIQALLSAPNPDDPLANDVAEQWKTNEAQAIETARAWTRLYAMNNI
beta cell repl = induces beta-cell replication in MIN6 cells; proliferation, % at 10 µM; 0.29% of 330,000 active; MIN6 cells proliferation, ATPlite luminescence, 48 h; cells starved in 0.2% serum; 100% = growth in 10% serum; AID 2380;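 active = compounds whose signal lies at least 3.5 SD above the mean of all wells on their plate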;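 also: 0% = DMSO-treated cells in low-serum medium and 100% = 10% serum control; some compounds called inactive have numbers as strong as hits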
SENP1 FRET inh = SENP1 (human) catalytic domain inhibition. Q9P0U3. recombinant SENP1 catalytic domain, CyPet-SUMO1-YPet FRET cleavage. inhibition, % at 10 µM. 0.21% of 360,000 active. AID 624204;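 active = inhibition at least 30% at 10 µM, raw YFP signal under a set limit, fluorescence ratio 0.5 to 1.5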;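 also: 0% = enzyme with DMSO and 100% = no enzyme wells; some results filed as inactive read as strong as hits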
Target sequence (Q9P0U3 419-644 limits assumed): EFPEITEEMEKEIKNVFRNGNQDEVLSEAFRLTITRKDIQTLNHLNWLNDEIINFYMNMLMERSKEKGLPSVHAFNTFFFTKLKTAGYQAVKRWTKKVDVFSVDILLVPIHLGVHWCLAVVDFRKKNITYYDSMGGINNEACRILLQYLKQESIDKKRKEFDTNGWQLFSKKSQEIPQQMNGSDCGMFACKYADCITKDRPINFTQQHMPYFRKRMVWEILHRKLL
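system = hSENP1 catalytic domain, recombinant | reagent = SFCypet-SUMO1-SFYpet substrate at 25 nM | doses = one dose per compound, 10 µM, 0.5% DMSO | incubation = enzyme reaction for 50 min at room temperature, dark | measured by = FRET, CFP and YFP emission | controls = no-enzyme low, enzyme-DMSO high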
PfG6PD inh = PfG6PD (Plasmodium falciparum) enzyme inhibition. 0.78% of 350,000 active. AID 504690. inhibition, % at 20 µM. PfGluPho enzyme, NADPH resazurin-diaphorase fluorescence;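 active = inhibition reaching at least a set limit at 20 µM in the primary screen, cut at about 59% in these data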;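 also: 0% = DMSO wells with substrate and 100% = DMSO wells lacking glucose-6-phosphate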
SENP8 block-2 = inhibitors of human SENP8 protease; 1.2% of 330,000 active; inhibition, % at 10 µM; Q96LD8; AID 2540; purified SENP8, Z-RLRGG-aminoluciferin cleavage, luminescence; in the data active = inhibition above about 50%
HKDC1 inh = HKDC1 (human) hexokinase inhibition | recombinant HKDC1, G6PDH/diaphorase resazurin coupled fluorescence | AID 493160 | 0.16% of 340,000 active | inhibition, % at 20 µM;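 active = inhibition above about 35% when tested at 20 µM, limit read from the data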;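 also: plate controls were DMSO wells with enzyme for no effect and DMSO wells lacking enzyme for full effect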
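Test system: Recombinant HKDC1 (HK5) hexokinase enzyme, produced in-house | Input: HKDC1 at 5 µg/mL | Buffer or medium: Tris pH 8.0 buffer with MgCl2, Tween-20, BSA, BME | Schedule: 90 min reaction incubation at room temperature, dark | Technique: Resazurin-to-resorufin fluorescence via G6PDH and diaphorase coupling, 525/613 nm | Controls: DMSO wells with and without enzyme mix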
The depositor's hits bear a star; i = inactive; . = not tested or not shown.

Order of values: SENP8 block-2	SENP6 inh	HKDC1 inh	SENP8 block-1	beta cell repl	SENP1 FRET inh	PfG6PD inh	SENP7 inh	UBC13 inh
N#Cc1c(SCC(=O)Nc2cccc(C(F)(F)F)c2)sc2c(O)cc(=O)[nH]c12
→ -3	-1	6	-32	0	-17	4	-12	-9
O=C(NCc1ccc(Cl)s1)C1CCC(=O)N(CCc2ccccn2)C1 (stereo not given)
→ 1	13	-6	11	-4	-1	21	2	3
Cc1ccc(NC(=O)C2CCN(S(=O)(=O)c3ccc(F)cc3)CC2)cc1
→ -3	4	3	11	-1	2	6	-3	8
O=C(COC(=O)c1cc(Cl)ccc1Cl)NC1CCCC1
→ 5	-11	1	11	-2	3	-9	-1	6
O=S(=O)(c1ccccc1)N1CCN(C2CCCCCCC2)CC1
→ 10	4	-3	41*	-2	0	-7	-6	6
CC(C)(C)OC(=O)NCc1ccc(NC(=O)c2nc[nH]c2C(=O)N[C@@H](Cc2ccccc2)C(=O)OC(C)(C)C)cc1
→ -10	-18	-1	16	-8	3	29	5	-50
CCOC(=O)N1CCN(C(=O)COc2cc(=O)n(CC)c3ccccc23)CC1
→ -7	-2	-6	29	-1	2	6	11	-5
CC1=NN(c2ccccc2)C(=O)/C1=C/c1c(C)[nH]n(-c2ccc(C)cc2)c1=O
→ 2	-4	.	.	-4	.	.	-5	-4
O=C(c1ccco1)N1CCN(Cc2cccnc2)CC1
→ -5	-5	0	22	2	0	7	-2	-3
CCOCCCNC(=S)N1CCC(NC(=O)C2CCCCC2)CC1
→ -3	-8	-4	-2	-1	1	-5	-2	0
COCCN(CC(=O)Nc1cccc(C)c1C)C(=O)CN1C(=O)NC2(CCCCC2)C1=O
→ 0	4	-6	7	1	4	2	-4	4
COc1ccc(NC(=O)C2CC(=O)OC23CCOC(C)(C)C3)cc1 (stereo not given)
→ 6	-11	5	42*	0	1	7	0	6
Cc1ccc(S(=O)(=O)N[C@H](C(=O)N2CCC(C(=O)NCC(=O)O)CC2)C(C)C)cc1
→ -13	-9	-8	18	-1	1	-17	-3	-6
COc1ccccc1C1NC(=O)NC(C)=C1C(C)=O (stereo not given)
→ 1	-2	2	2	0	-2	-4	9	-1
COC(=O)CSc1nc(NC(C)C)nc(N(C)C)n1
→ -5	-12	-3	0	7	1	6	8	-2
O=C1c2ccccc2C(=O)N1CCN1CCOCC1
→ -4	-20	0	6	-1	1	-10	9	-4
O=C(Nc1ccccc1NC(=O)c1ccccc1Cl)c1ccccc1Cl
→ -3	5	-3	6	-1	0	10	9	-7
Cc1ccnc(N2C(=O)c3cccc4c([N+](=O)[O-])ccc(c34)C2=O)c1
→ -1	-2	6	-300	-4	-19	56	6	-70
CC1=C(C(=O)Nc2ccc(C)cn2)C(c2cnn(C)c2)C2=C(CCCC2=O)N1 (stereo not given)
→ 2	-31	0	-284	1	-17	-1	5	-1
CCC(SC1=Nc2ccccc2C2=NC(CC(C)C)C(=O)N12)C(=O)Nc1ccc2c(c1)OCO2 (stereo not given)
→ -5	-2	8	-5	-3	-4	13	-16	-9

Limited to UBC13 inh (2 entries from above):
Molecule	UBC13 inh
O=S(=O)(c1ccccc1)N1CCN(C2CCCCCCC2)CC1	6
CC(C)(C)OC(=O)NCc1ccc(NC(=O)c2nc[nH]c2C(=O)N[C@@H](Cc2ccccc2)C(=O)OC(C)(C)C)cc1	-50

New compounds follow
Order of values: SENP8 block-2	SENP6 inh	HKDC1 inh	SENP8 block-1	beta cell repl	SENP1 FRET inh	PfG6PD inh	SENP7 inh	UBC13 inh
CCOP(=O)(OCC)C(Nc1ccc(OC)cc1)c1ccco1 (stereo not given)
→ 7	9	8	11	-1	4	4	1	-2
CC(C)C(C)N(Cc1ccc(C(=O)O)cc1)C(=O)c1ccc2ccccc2n1 (stereo not given)
→ 5	-3	-1	22	-1	1	-2	-3	-8
CCCC(=O)Nc1sc(Cc2ccccc2)c(C)c1C(N)=O
→ 0	3	-27	-1	0	3	59*	6	10
O=C(NC(=S)Nc1nc2c(s1)CCCC2)c1ccccc1
→ .	.	2	33	.	-9	-9	.	.
CCOC(=O)c1ccc(S(=O)(=O)N2CCN(C(=O)c3cc4ccccc4o3)CC2)cc1
→ 0	-1	-3	5	1	1	-5	-3	2
COc1ccc(Cl)cc1NC(=O)CN(C)C(=O)CN1C(=O)NC2(CCCC2)C1=O
→ -7	2	-6	3	-2	-1	1	-11	2
CC(=O)Nc1ccc(S(=O)(=O)NCCCCNS(=O)(=O)c2ccc(NC(C)=O)cc2)cc1
→ -2	8	-2	20	3	2	2	-6	5
COc1ccc(NC(=O)Nc2cccc3ccccc23)cc1OC
→ 3	-7	5	-95	-2	2	2	2	-5
COc1ccc(N(CC(=O)NCc2ccc(F)cc2)C(=O)CCC(=O)Nc2nccs2)cc1
→ -1	-20	2	14	0	2	-11	-3	-6
CCOC(=O)N/N=C/c1ccccc1OCc1ccc(Cl)cc1
→ 0	-11	11	0	-2	3	12	3	-2
O=c1[nH]c2ccc(S(=O)(=O)N3CCCCC3)cc2o1
→ 7	6	-7	3	0	2	-34	3	6
Cc1ccc(S(=O)(=O)/C=C/c2ccccc2)cc1
→ 5	8	-5	4	5	1	-6	1	10
O=C(CN(C(=O)CCC(=O)Nc1nccs1)c1ccc(F)cc1)NCc1ccc(F)cc1
→ -4	-12	1	6	3	1	-2	6	0
CCn1c(SCC(=O)Nc2cc(C)on2)nnc1-c1ccc(S(=O)(=O)N2CCCC2)cc1
→ 1	-18	-5	12	0	-1	7	4	-1
S=c1[nH]nc(-c2ccccc2)n1/N=C/c1ccc(Cl)cc1
→ .	.	0	15	.	2	1	.	.
O=C(NCC(c1cccs1)N1CCOCC1)c1ccccc1NS(=O)(=O)c1ccc(Br)cc1 (stereo not given)
→ 0	13	16	-11	-2	-1	-8	12	-12
CCc1cc(=O)oc2cc(C)cc(OCC(=O)N3CCC[C@@H]3C(=O)O)c12
→ 5	-10	-3	-160	-3	2	0	-5	13
O=C(Nc1ccccc1C(=O)N1CCCCC1)C1CCCCC1
→ 1	-6	-7	15	-2	1	4	-1	10
Cn1nc(-c2ccccc2)c(/C=N/O)c1Cl
→ -1	0	-7	5	-3	0	-3	1	8
Cc1cccc(Cn2cnc3c(nnn3Cc3ccccc3F)c2=O)c1
→ -10	-16	6	13	-1	0	-19	-7	10

Order of values: SENP8 block-2	SENP6 inh	HKDC1 inh	SENP8 block-1	beta cell repl	SENP1 FRET inh	PfG6PD inh	SENP7 inh	UBC13 inh
O=C(c1ccc(Br)cc1)C1CCc2occc2C1=O (stereo not given)
→ 2	-2	11	2	-2	-9	14	8	6
CCOC(=O)N1CCC(N2CCN(S(=O)(=O)CC)CC2)CC1
→ -4	1	-9	12	-1	1	0	14	-1
O=C(Cc1ccc(NS(=O)(=O)c2ccc(F)cc2)cc1)NCc1ccccc1
→ 3	3	-3	16	2	-35	-3	9	0
O=S(=O)(Nc1ncn[nH]1)c1ccc(Cl)cc1
→ -5	11	-8	10	4	-76	-9	1	7
COc1ccc2c(c1)C(c1cccs1)=NNC(c1cccnc1)=N2
→ -9	-2	1	1	-4	1	-19	-1	-12
COc1cc2c(cc1[N+](=O)[O-])n(C(C)C)c(=O)n2C(C)C
→ 1	-3	16	4	2	0	-22	-10	-11
O=C(NC1=NCCS1)c1ccc(Cl)c(S(=O)(=O)N2CCCCC2)c1
→ 1	-4	-3	22	0	1	3	13	-6
COc1ccccc1CNC(=O)c1cc(C2CC2)nc2c1cnn2C(C)C
→ 5	12	-5	-286	-6	-6	11	4	7
Cc1cc(Cl)nc(-c2ccccc2)n1
→ -4	12	0	9	0	0	-3	-6	1
C#Cc1cccc(C(=O)N2CCCC(CCC(=O)NCc3ccccc3F)C2)c1 (stereo not given)
→ 1	4	0	5	-3	0	3	-9	8
COc1ccc(CC(=O)NCc2nnc(SCC(=O)c3ccc(OC)cc3)n2C)cc1
→ 2	-9	-5	10	-3	0	-16	8	26
CCOc1ccc(NC(=O)CSc2nnc(-c3ccccn3)n2N)cc1
→ -2	1	-5	18	-1	-1	-11	4	0
O=C(CN1C(=O)c2ccc([N+](=O)[O-])cc2C1=O)NCc1ccc(C(=O)O)cc1
→ 4	11	-2	36	3	4	21	2	0
COc1ccc(N2C(=O)NC(NS(=O)(=O)c3ccccc3)(C(F)(F)F)C2=O)cc1 (stereo not given)
→ -3	-5	-4	10	4	4	-12	-1	-3
CN(C(=O)CN1CCC(NC(=O)c2ccccc2Br)CC1)C1CCCCC1
→ -2	-13	0	8	1	1	-10	1	-3
O=C(O)c1ccccc1Oc1ccc(Oc2ccccc2)cc1
→ -2	-10	0	11	-4	-1	-30	2	6
CCn1c(SCc2cccnc2)nnc1-c1c[nH]c2ccccc12
→ 7	-4	-3	15	0	2	-4	-7	11
COc1ccc(OC(=O)COc2cccc(C)c2)cc1
→ -5	-29	-5	13	0	2	-5	2	-1
COCCOC(=O)C1=C(C)NC(=O)NC1c1c(OC)ncnc1OC (stereo not given)
→ 1	-15	0	-4	-1	2	4	3	-1
COC(=O)c1sc(-c2ccccc2)cc1NC(=O)C1CC1
→ 7	-5	0	-112	6	1	6	5	-10

Order of values: SENP8 block-2	SENP6 inh	HKDC1 inh	SENP8 block-1	beta cell repl	SENP1 FRET inh	PfG6PD inh	SENP7 inh	UBC13 inh
CC(=O)Nc1ccc(OCC(O)Cn2ccnc2C)cc1 (stereo not given)
→ -2	12	-15	8	0	2	5	7	4
Cc1nc(SC(C)C(=O)Nc2cccc(C(F)(F)F)c2)c2c(C)c(C(=O)O)sc2n1 (stereo not given)
→ -7	-8	2	16	-4	3	-25	-2	-5
CCc1ccc(NC(=O)CSc2nc3cc(C(=O)OC)ccc3c(=O)n2CC2CCCO2)cc1 (stereo not given)
→ -6	-26	0	8	-1	1	-10	6	-14
O=C1/C(=C/c2ccncc2)CCC/C1=C\c1ccncc1
→ .	.	21	14	.	0	14	.	.
COc1cccc(-c2csc(N3CCN(C(=S)Nc4cccc(Cl)c4)CC3)n2)c1
→ -7	-5	-4	16	-3	1	3	7	3
CCOC(=O)[C@H]1[C@H]2COc3ccc(Br)cc3[C@H]2N2C(=O)CN(Cc3ccc(C)cc3)C(=O)[C@@]12C
→ .	.	0	-1	.	10	-3	.	.
Cc1c(C(=O)N2CCOCC2)sc(NC(=O)c2ccc3c(c2)OCO3)c1C#N
→ -5	-5	-7	-64	2	-86	-5	3	-4
Cc1ccc(S(=O)(=O)Nc2c(C)cc([N+](=O)[O-])cc2C)cc1
→ .	.	-3	12	.	4	-10	.	.
CCOC(=O)COc1ccc2c(=O)c(-c3ccccc3OC)coc2c1
→ -9	-14	-8	3	-5	1	5	1	-19
O=C(CCc1nnc2ccc(NCc3ccco3)nn12)Nc1cc(F)ccc1F
→ 3	-13	2	-8	4	-10	1	0	1
N#Cc1c(N)n(CCNC(=O)c2ccc(Cl)cc2)c2nc3ccccc3nc12
→ 42	70*	6	i	1	-18	29	41	-2
O=C(NNC1CC(=O)N(c2ccc(F)cc2)C1=O)c1cccnc1 (stereo not given)
→ -1	-2	2	8	-2	0	0	-3	8
O=C(CSCc1cccc(Cl)c1)Nc1ccccc1-c1ccccc1
→ 2	11	-3	10	-6	0	18	3	1
c1ccc(OCCCn2ccnc2)cc1
→ 2	-20	4	9	-1	0	-1	-6	-7
O=C(CN1CCN(c2ccccn2)CC1)Nc1cc(C(F)(F)F)ccc1Cl
→ -11	-6	2	16	-3	0	3	7	3
